Abeta rescue = qHTS for compounds that reverse cellular toxicity of Amyloid beta (A-beta) peptide in yeast: Primary Screen | yeast expressing A-beta42, growth rescue, OD600, 48 h; response scale: 0% DMSO, 100% iron-clioquinol control | Potency, µM (highest dose often 46.1 µM), for inactives: top-dose growth rescue, most hits filed as activators | 410,000 tested, 0.063% active; further: potency means the concentration at half of the fitted maximal effect; nearly all actives have a fitted effect of over 55% in size
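Yeast growth medium received pinned compounds, then yeast cells expressing toxic A-beta were added; plates incubated at 30 C for 48 hr. Growth read as absorbance at 600 nm, normalized to DMSO and equimolar FeCl3 plus clioquinol controls.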
Nrf2 inh = Nrf2 qHTS screen for inhibitors | Potency, µM (top dose mostly 46 µM), for inactives: at the top dose activity change, negative = inhibition, most hits filed as inhibitors | 360,000 tested, 2.1% active | A549 ARE-Fluc reporter, luciferase luminescence, 18-24 h; further: potency means the concentration at half of the fitted maximal effect; on the % scale 0 is the no-effect control and ±100 the full control effect; nearly all actives have a fitted effect of over 60% in size
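A549 ARE_Fluc cells (5000/well, 5% FBS OPTI-MEM) pre-incubated 2 h, then treated with compounds 18-24 h at 37C/5% CO2 in concentration-response. CellTiter-Fluor viability read first; BugLite luciferase luminescence after 15 min at room temperature gives Nrf2 activity.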
HepG2 tox = qHTS for Inhibitors of TGF-b: Cytotox Counterscreen; 410,000 tested, 0.76% active; AID 588856, 2011; Potency, µM (top dose mostly 46.1 µM), without a hit: top-dose activity change, negative = cytotoxicity, hits mostly cytotoxic; HepG2 CAGA-GFP viability, ATP luminescence, 18 h; further: potency means the concentration at half of the fitted maximal effect; some results filed as inactive show a strong effect at the top dose
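CellTiter-Glo luminescence gave cytotoxicity after 18 hours at 37 degrees C. The cells were HepG2 CAGA-GFP in 1% FBS DMEM, stimulated with 500 pg/mL TGF-beta after compound addition. %Activity was normalised to no-cell wells (complete cell-killing) and DMSO (no toxicity), and curves were fitted and classified.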
CCT chaperon mod = High-Throughput Screening for Modulators of Cytosolic Chaperonin Activity; purified chaperonin ATPase assay, HTRF ADP detection, 30 min; activity change, % (test concentration not listed), hits read low; 360,000 tested, 0.3% active; AID 651819, 2012; in the data active means activity change below about -30%; further: on the % scale 0 is the no-effect control and ±100 the full control effect
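First, chaperonin was dispensed at 40 nM or 20 nM final depending on batch activity. Next, compounds were pinned at 76 uM and ATP added at 10 uM. After 30 min at 37 °C, ADP detection reagents ran 30 min at ambient temperature.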
A549 viability = Nrf2 qHTS screen for inhibitors: counterscreen for cytotoxicity; Potency, µM (series often up to 46 µM), for inactives: top-dose activity change, negative = cytotoxicity, most hits filed as inhibitors; 390,000 tested, 0.16% active; A549 ARE-Fluc cells, CellTiter-Fluor viability, 18-24 h; further: potency means the concentration at half of the fitted maximal effect; on the % scale 0 is the no-effect control and ±100 the full control effect
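A549 ARE_Fluc cells in 5% FBS OPTI-MEM were exposed to compounds in concentration-response for 18-24 h at 37 deg C. Viability was read by CellTiter-Fluor fluorescence (Ex 405/Em 525) after 30 min, before the luciferase read.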
Nrf2 activator = qHTS of Nrf2 Activators. AREc32 ARE-luciferase reporter (MCF7-derived line), luminescence, 24 h. Potency, µM (top dose mostly 46.1 µM), inactives show top-dose activation, hits mostly activators. 410,000 tested, 0.31% active; further: potency means the concentration at half of the fitted maximal effect; % of control where 0% means no effect; nearly all actives have a fitted effect of over 65% in size
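ARE activation measured as luciferase luminescence (Steady-Glo, 30 min RT) in AREc32_Fluc cells after 24 hr compound exposure at 37 deg C, 5% CO2; cells seeded overnight at 1000/well in OPTI-MEM, 5% FBS.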
MmCpn inh = Inhibitors of TCP-1 ring complex (TRiC) of Methanococcus maripaludis (MmCpn): qHTS; Chaperonin Mm-Cpn (Methanococcus maripaludis); purified Mm-Cpn ATPase, ADP Transcreener TR-FRET; Potency, µM (series often up to 76.9 µM), for inactives: at the top dose activity, negative = inhibition, usual class: inhibitors; 330,000 tested, 0.031% active; AID 504842, 2011; further: potency means the concentration at half of the fitted maximal effect; on the % scale 0 is the no-effect control and ±100 the full control effect; nearly all actives have a fitted effect of over 80% in size
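ATPase turnover read by TR-FRET ADP competition (Eu cryptate antibody/ADP-d2, 665/590 nm): 10uM ATP final, 25nM Mm-CPN final, 30 min 37degC after 10-min compound preincubation, pH 7.4 Tris/KCl/MgCl2/DTT buffer.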
TGFb inhibitor = qHTS for Inhibitors of TGF-b. HepG2 CAGA-GFP TGF-b/SMAD3 reporter, GFP fluorescence, 18 h; TGF-beta stimulated, 500 pg/mL final. Potency, µM (titrated, usually from 46.1 µM), for inactives: at the highest dose activity, negative = inhibition, hits mostly inhibitors. 410,000 tested, 1.2% active. AID 588855, 2011; further: potency means the concentration at half of the fitted maximal effect; on the % scale 0 is the no-effect control and ±100 the full control effect; nearly all actives have a fitted effect of over 65% in size
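HEPG2 CAGA-GFP, 1000 cells/well; 2 h settle, 37 C; cpd via pin tool; TGF-b 500 pg/mL final; 18 h, 37 C; GFP imaging ex488/em500-530; %Activity normalised to -TGF-b and +DMSO controls; CRC fit, curve class.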
Akt phos inh = HTS Assay for Inhibitors of Akt Phophorylation: Primary Screen; Neuro2A IGF-stimulated pAkt S473 HTRF, 20 min; hits give low values; activity change, % for hits at 50 µM; 360,000 tested, 0.32% active; in the data active means activity change below about -80%; inconclusive means mostly about -51% to -80%; further: on the % scale 0 is the no-effect control and ±100 the full control effect
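Neuro2A cells in DMEM with 0.5% FBS, overnight at 37 deg C, given compound at single 50 µM final, then IGF (6 nM final) for 20 min at 37 deg C. Lysed; phospho-Akt Ser473 by HTRF after 24 h, 665/615 ratio.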
An asterisk follows results filed as active; i = inactive; ? = inconclusive; . = not tested or not shown; [ ] = another dose, or the depositor's remark. Unless noted, the call rests on the fitted dose curve; in most records, active means well fitted curve in the direction sought with a large enough effect; inconclusive means small, poorly fitted or top-dose-only effect, or another doubt; inactive means no such curve, though single readings can be large; an effect the other way counts as inactive or inconclusive.

Below each SMILES – Abeta rescue	Nrf2 inh	HepG2 tox	CCT chaperon mod	A549 viability	Nrf2 activator	MmCpn inh	TGFb inhibitor	Akt phos inh
> CC(C)=CCC/C(C)=C/C=N/NC(=O)c1ccccc1[N+](=O)[O-]
  17%	24%	-21%	2.7	14%	7.1%	-2%	-8%	i
> Cc1oc2nc(SCC(=O)Nc3ccc(S(N)(=O)=O)cc3)nc(NC(=O)c3ccccc3)c2c1C
  10%	.	-17%	0.6	-2%	0.2%	1%	24%	i
> CSc1cnnc2ccccc12
  -3%	?	-14%	1.1	?	0.4%	.	0%	i
> COc1cccc(CCNS(=O)(=O)CCNC(=O)c2cccc(OC)c2)c1
  23%	-3%	-1%	-2.4	0%	0.1%	-2%	25%	i
> COCc1ccc(C(=O)OC(C)C(=O)Nc2c(C)n(C)n(-c3ccccc3)c2=O)cc1 (stereo not given)
  4%	4%	-3%	1.0	-1%	0.1%	-1%	4%	i
> O=C(COc1ccc(Br)cc1)N1CCN(c2ncccn2)CC1
  -28%	-13%	-2%	0.3	1%	2.0%	3%	12%	i
> CCCCn1nc2cc(C(=O)NCc3ccc(OC)cc3)ccc2c1OCC
  -6%	-26%	2%	0.6	-3%	-0.6%	0%	2%	i
> O=C(NCCc1ccccc1)c1ccc(Cn2c(SCc3ccccc3)nc3cccnc32)cc1
  -19%	?	-25%	.	-11%	4.7%	.	-6%	.
> CCOC(=O)c1c(C)n(C)c2ccc(OC(=O)c3ccc([N+](=O)[O-])cc3)cc12
  -5%	25%	15%	-1.7	10%	-0.2%	0%	20%	i
> COCCCNC(=O)c1cc(OC)c(OC)c(OC)c1
  21%	14%	7%	-0.3	1%	-0.1%	-1%	13%	i
> CC(C)CCNC(=O)c1cc(S(=O)(=O)N2CCc3ccccc32)cn1C
  -1%	?	-81%	-8.8	-17%	0.0%	1%	-9%	i
> COc1ccccc1CN(C)C(=O)c1ccc(S(=O)(=O)NCc2ccco2)cc1
  13%	?	-12%	0.9	-12%	-1.0%	1%	-8%	i
> COc1ccc([N+](=O)[O-])cc1NC(=O)C(C)OC(=O)c1cccnc1 (stereo not given)
  -4%	2%	-8%	-1.8	-2%	?	-2%	4%	i
> COc1cc2oc3ccccc3c2cc1N(CC(=O)N(C)C)S(=O)(=O)c1ccccc1
  2%	17%	-3%	2.1	0%	-0.2%	.	-16%	i
> COc1ccc(/C(N)=N/OC(=O)c2cccc([N+](=O)[O-])c2C)cc1OC
  -12%	13%	-12%	0.8	-9%	19%	0%	13%	i
> Cc1ccccc1S(=O)(=O)NC(=O)C1(C)CCN1C(=O)c1c(C)noc1C (stereo not given)
  12%	.	1%	1.3	.	-0.3%[9.22 µM]	.	8%	i
> Cc1ccccc1Oc1nc2c(c(=O)n(C)c(=O)n2C)n1Cc1ccc(Br)cc1
  -9%	9%	-7%	.	0%	-0.8%	.	2%	.
> O=C(N/N=C/c1ccncc1)c1cc2ccccc2cc1O
  17%	4%	-34%	0.3	-2%	-0.2%	-3%	-9%	i
> N#CC1(NC(=O)COc2ccc(C(N)=O)cc2)CCCC1
  4%	4%	-1%	-0.8	-2%	-0.1%	0%	11%	i
> COc1ccc(N2C(=O)C(C)(C)C2c2c(O)ccc3ccccc23)cc1 (stereo not given)
  20%	-16%	-23%	0.3	-9%	4.2%	1%	?	i
> CN1CCN(C(=O)CCN2C(=O)c3ccccc3S2(=O)=O)CC1
  10%	-4%	6%	-4.2	0%	-0.4%	0%	20%	i
> CC(C)CN(Cc1cc(=O)oc2cc(-c3ccccc3)c(O)cc12)CC(C)C
  -1%	11%	-68%	-1.7	4%	-0.8%	-6%	?	i
> CC1CCC(NC(=O)C2(C)Cc3ccccc3C(=O)N2Cc2ccccc2Cl)CC1 (stereo not given)
  -2%	9%	0%	.	2%	-0.3%	.	.	.
> CCOCCn1cnc2sc(C(=O)NCCCN3CCOCC3)c(C)c2c1=O
  -5%	?	3%	-1.1	6%	0.3%	1%	-1%	i
> CCOc1ccc(/C=N/n2nnnc2N)cc1O
  0%	3%	-17%	0.2	3%	0.0%	0%	-26%	i
> CCOC(=O)C1=C(O)/C(=C/c2cccc(OC)c2O)N=C1C
  -1%	-3%	6%	1.5	-19%	0.0%[9.22 µM]	-10%	19%	i
> CCOC(=O)c1cc2c(=O)n3ccccc3nc2n(CCCOC)c1=NC(=O)C(C)(C)C
  -9%	1%	-15%	1.8	20%	0.2%	-1%	4%	i
> COc1ccc(-c2nc3ccccc3c(=O)n2NC(=O)Cc2ccccc2)cc1
  0%	12%	8%	1.0	-7%	0.8%	-22%	-14%	i
> Cc1ccccc1CN1C(=O)c2ccccc2S(=O)c2ccc(C(=O)NC3CCC(C)CC3)cc21 (stereo not given)
  19%	.	5%	.	10%	-1.0%	.	-3%	.
> O=c1oc2ccccc2c2c1C(O)CO2 (stereo not given)
  -6%	-12%	1%	2.2	-1%	-0.2%	-3%	2%	i

4 compounds picked at random from those above, as already listed:
Below each SMILES – Abeta rescue	Nrf2 inh	HepG2 tox	CCT chaperon mod	A549 viability	Nrf2 activator	MmCpn inh	TGFb inhibitor	Akt phos inh
> O=C(N/N=C/c1ccncc1)c1cc2ccccc2cc1O
  17%	4%	-34%	0.3	-2%	-0.2%	-3%	-9%	i
> CCOC(=O)c1cc2c(=O)n3ccccc3nc2n(CCCOC)c1=NC(=O)C(C)(C)C
  -9%	1%	-15%	1.8	20%	0.2%	-1%	4%	i
> N#CC1(NC(=O)COc2ccc(C(N)=O)cc2)CCCC1
  4%	4%	-1%	-0.8	-2%	-0.1%	0%	11%	i
> CCOC(=O)C1=C(O)/C(=C/c2cccc(OC)c2O)N=C1C
  -1%	-3%	6%	1.5	-19%	0.0%[9.22 µM]	-10%	19%	i

Remaining list, next part
Below each SMILES – Abeta rescue	Nrf2 inh	HepG2 tox	CCT chaperon mod	A549 viability	Nrf2 activator	MmCpn inh	TGFb inhibitor	Akt phos inh
> COc1ccc(CN2CC(C(=O)NCCCN3CCN(C)CC3)CC2=O)cc1 (stereo not given)
  9%	6%	-2%	-6.2	0%	0.1%	0%	0%	i
> COc1ccc(NC(=O)NNc2cc(N3CCOCC3)nc(N3CCOCC3)n2)cc1
  -1%	-6%	-13%	-1.9	8%	0.5%	-1%	-5%	i
> CCCn1c(=N)n(CC(=O)c2cccs2)c2ccccc21
  36%	?	-24%	1.9	-13%	0.5%	0%	4%	.
> CCC(NC(=O)c1cc(COc2ccc(Cl)cc2OC)on1)c1ccncc1 (stereo not given)
  4%	?	1%	1.5	-17%	3.7%	1%	2%	i
> CCCCSc1cc(C)nc(N)n1
  -5%	?	-3%	-0.2	-9%	-0.1%	3%	11%	i
> CCN(CCO)c1ccc(Nc2cc(-c3ccc(-c4ccccc4)cc3)ncn2)cc1
  6%	.	-9%	-2.9	.	7.1%	.	?	i
> COc1ccc(C2C(C#N)=C(N)SC(N)=C2C#N)cc1OC
  ?	-13%	-7%	-8.3	-4%	4.5%	-7%	-8%	i
> OC(CCN1CC2CCC(CC2)C1)(Cc1ccccc1)c1ccco1 (stereo not given)
  20%	0%	-4%	-3.9	-2%	4.8%	.	-9%	i
> Cc1cc(C)c(NC(=O)Cn2c(=O)oc3cc(S(=O)(=O)N4CCCCCC4)ccc32)c(C)c1
  -1%	?	-28%	.	0%	-0.4%	.	.	.
> Cc1nc(SCC(=O)OCc2ccccc2)c(C#N)c(-c2ccccc2)c1C(=O)Nc1ccccc1
  8%	?	-4%	2.5	0%	2.5%	-27%	-5%	i
> Cc1ccc(CN2C(=O)S/C(=C\c3ccccc3OCC(=O)O)C2=O)cc1
  -5%	-13%	-20%	1.9	0%	-0.2%	-9%	-13%	i
> CN(C(=O)C1CCCO1)c1nnc(-c2ccccn2)s1 (stereo not given)
  -1%	16%	1%	-2.7	-5%	-0.3%	-1%	0%	i
> Cc1ccc(C(=O)c2cn(CC(=O)NCc3ccccc3)c3nc(C)ccc3c2=O)cc1
  -18%	?	5%	.	7%	-0.4%	.	-5%	.
> CCN1C(=O)C2(/C(=C(\O)c3ccc4c(c3)OCCO4)C(=O)C(=O)N2CCCOC)c2ccccc21 (stereo not given)
  16%	6%	-1%	-0.8	-2%	-0.3%	-22%	24%	i
> CC(=O)Nc1ccc(S(=O)(=O)NCC2CCC(C(=O)N3CC(C)CC(C)C3)CC2)cc1 (stereo not given)
  -4%	-23%	-32%	2.2	0%	-0.1%	2%	4%	i
> O=C(COC(=O)c1ncc(Cl)c(Cl)c1Cl)c1ccc(Cl)s1
  2%	0%	-10%	-4.1	-8%	3.6%	2%	13%	i

Compound profiles (already shown). Order of screens: Abeta rescue, Nrf2 inh, HepG2 tox, CCT chaperon mod, A549 viability, Nrf2 activator, MmCpn inh, TGFb inhibitor, Akt phos inh
CN(C(=O)C1CCCO1)c1nnc(-c2ccccn2)s1 (stereo not given) as listed: -1%, 16%, 1%, -2.7, -5%, -0.3%, -1%, 0%, i
CCN1C(=O)C2(/C(=C(\O)c3ccc4c(c3)OCCO4)C(=O)C(=O)N2CCCOC)c2ccccc21 (stereo not given) as listed: 16%, 6%, -1%, -0.8, -2%, -0.3%, -22%, 24%, i

Rows are unselected; 4.3% or so of the library scored in one or more.
